ssDAF-12 act: S. stercoralis DAF-12 activation, primary screen | AID 652126 | hit rate 1% among 370,000 | activation, % at 6.8 µM | HEK293 ssDAF-12/GRIP1 lit1-tk-luc reporter, luminescence; % of 3 µM dafachronic acid response;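 active = activation above the mean over all tested compounds plus 3 SD, cut at about 0.9% in these data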;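 note: 0% = DMSO-only wells and 100% = 3 µM delta7-dafachronic acid wells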
DAX1 inh-1: inhibitors of DAX1 repression of SF-1 activated StAR promoter | HEK293T StAR-luciferase reporter, SF-1/DAX-1 repression relief | inhibition, % at 6.8 µM | hit rate 1.1% among 370,000 | AID 652010;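 active = inhibition above the mean over all tested compounds plus 3 SD, cut at about 3.6% in these data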;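 note: 0% = DAX-1 cells with DMSO and 100% = cells lacking DAX-1 with DMSO; higher inhibition means more luminescence from relief of DAX-1 repression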
SMARCA2 act: activators of SMARCA2 function; MG213 cells, MMTV-luciferase reporter, dexamethasone, overnight; activation, % at 9.1 µM; hit rate 1% among 370,000; AID 652017; in the data active = activation above about 7.8%;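 note: 0% = vehicle wells and 100% = reference activator wells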
PG9 Ab binder: binds the HIV-1 gp120 antibody PG9. hit rate 0.43% among 360,000. AID 624416. TR-FRET gp120-PG9 antibody binding. inhibition, % at 6.7 µM; in the data active = inhibition above about 8.5%
DAX1 inh-2: inhibitors of human orphan nuclear receptor DAX1 (NR0B1); HEK293 Gal4-DAX1 luciferase reporter, luminescence; inhibition, % at 6.75 µM; hit rate 0.99% among 340,000; AID 504766;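 active = inhibition above the mean over all tested compounds plus 3 SD, cut at about 4.2% in these data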;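 note: 0% = DAX1-transfected cells with DMSO and 100% = empty-vector control cells with DMSO; inhibition shows as a rise in luminescence from relieved DAX1 repression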
Target sequence (P51843 207-470 limits assumed): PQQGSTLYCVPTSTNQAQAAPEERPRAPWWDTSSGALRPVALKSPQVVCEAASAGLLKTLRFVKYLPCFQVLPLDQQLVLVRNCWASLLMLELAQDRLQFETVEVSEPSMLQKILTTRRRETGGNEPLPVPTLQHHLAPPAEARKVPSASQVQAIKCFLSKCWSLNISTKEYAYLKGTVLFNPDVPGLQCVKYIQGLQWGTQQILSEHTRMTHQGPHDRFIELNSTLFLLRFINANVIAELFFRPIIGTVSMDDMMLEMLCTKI
GAA850 FXN act: activators of GAA850 frataxin (FXN) promoter; HEK293 lucGAA850 FXN promoter luciferase reporter, 24 h; percent of 10 µM SAHA response; activation, % at 6 µM; hit rate 0.56% among 360,000; AID 540364;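 active = activation above the average of all compounds screened plus 3 SD, cutoff fixed separately per campaign, cut at about 7.5% in these data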;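 note: 0% = DMSO wells and 100% = 10 µM SAHA wells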
hcDAF-12 act: H. contortus DAF-12 activation, primary screen. hit rate 1.4% among 370,000. HEK293 hcDAF-12 lit1-tk-luc reporter, luminescence; 0% DMSO, 100% Δ7-dafachronic acid. activation, % at 6.8 µM;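 active = activation above the mean of all tested compounds plus 3 SD, cut at about 5.5% in these data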;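 note: 100% = response to 3 µM Δ7-dafachronic acid high control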
PLC-beta3 inh: PLC-beta3 (human) inhibition, primary screen; Q01970; Purified PLC-beta3, fluorogenic substrate, fluorescence; inhibition, % at 12.2 µM; hit rate 0.18% among 370,000; in the data active = inhibition above about 11%;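 note: 0% = median of compound wells on plate and 100% = full blocker control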
HGIII-sPLA2 inh: Blocks human group III sPLA2 activity; Q9NZ20; inhibition, % at 12.2 µM; hit rate 0.56% among 370,000; AID 743126; QFRET BODIPY PC-A2 liposome hydrolysis, fluorescence;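 active = inhibition above mean plus 3 SD of compounds lying within the high and low control bounds, cut at about 19% in these data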;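 note: 0% = median of test compound wells and 100% = no enzyme DMSO wells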
NR1D1 modulator: modulates human Rev-erb alpha binding to DNA | Rev-erbα–FITC-DNA binding, fluorescence polarization, 90 min | activity, % at 10 µM | hit rate 0.79% among 370,000 | AID 1259318;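 active = activity above about 14%, limit read from the data; passing the limit was not always enough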;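 note: 0% = DMSO wells with 35 nM protein and 100% = DMSO wells with 750 nM protein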
Target sequence (P20393 whole entry, looked up): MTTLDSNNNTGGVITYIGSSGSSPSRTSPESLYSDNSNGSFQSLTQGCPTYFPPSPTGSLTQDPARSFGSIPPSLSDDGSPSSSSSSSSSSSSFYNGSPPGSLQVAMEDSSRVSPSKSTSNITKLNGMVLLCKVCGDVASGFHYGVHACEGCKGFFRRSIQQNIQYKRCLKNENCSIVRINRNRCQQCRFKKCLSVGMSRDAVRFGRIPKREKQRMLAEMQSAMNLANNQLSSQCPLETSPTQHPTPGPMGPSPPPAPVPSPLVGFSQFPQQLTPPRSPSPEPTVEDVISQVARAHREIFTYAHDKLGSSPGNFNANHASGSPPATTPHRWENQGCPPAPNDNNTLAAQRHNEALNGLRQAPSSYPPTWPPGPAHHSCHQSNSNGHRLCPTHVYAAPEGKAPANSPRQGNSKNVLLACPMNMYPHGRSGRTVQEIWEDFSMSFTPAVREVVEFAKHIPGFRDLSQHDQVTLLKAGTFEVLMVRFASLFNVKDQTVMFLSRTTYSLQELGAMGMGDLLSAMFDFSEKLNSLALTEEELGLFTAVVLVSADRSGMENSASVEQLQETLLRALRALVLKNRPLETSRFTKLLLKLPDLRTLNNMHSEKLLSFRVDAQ
hgDAF12 agonist: hgDAF-12 agonism, primary luciferase screen; HEK293 GAL4-hgDAF12 UAS-luciferase reporter, agonist luminescence; normalized to butyrate control; activation, % at 6.8 µM; AID 687014; hit rate 1.8% among 370,000;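 active = activation above a cutoff set at the mean of all screened compounds plus 3 SD, cut at about 10% in these data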;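 note: 0% = DMSO wells and 100% = sodium butyrate wells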
* marks the source's active call; other numbers are inactive results.

How did Cc1cccc(Cn2cnc3c(nnn3Cc3ccccc3F)c2=O)c1 do in these assays?
ssDAF-12 act: -1.9; DAX1 inh-1: -0.1; SMARCA2 act: 2; PG9 Ab binder: -0.8; DAX1 inh-2: -0.3; GAA850 FXN act: -1.0; hcDAF-12 act: -1.7; PLC-beta3 inh: 1; HGIII-sPLA2 inh: -5; NR1D1 modulator: -1; hgDAF12 agonist: -3.0

What do the screens show for `Cn1nc(-c2ccccc2)c(/C=N/O)c1Cl`?
ssDAF-12 act: -1.6; DAX1 inh-1: -0.7; SMARCA2 act: -3; PG9 Ab binder: -0.7; DAX1 inh-2: 0.6; GAA850 FXN act: 2.7; hcDAF-12 act: -1.9; PLC-beta3 inh: 1; HGIII-sPLA2 inh: 0; NR1D1 modulator: 7; hgDAF12 agonist: 0.0

What do the screens show for `O=C(Nc1ccccc1C(=O)N1CCCCC1)C1CCCCC1`?
ssDAF-12 act: -1.2; DAX1 inh-1: -0.5; SMARCA2 act: 0; PG9 Ab binder: 2.3; DAX1 inh-2: 1.4; GAA850 FXN act: -2.9; hcDAF-12 act: -0.7; PLC-beta3 inh: -2; HGIII-sPLA2 inh: 11; NR1D1 modulator: -2; hgDAF12 agonist: -3.3

What do the screens show for `O=C(c1ccc(Br)cc1)C1CCc2occc2C1=O` (stereo not given)?
ssDAF-12 act: -1.1; DAX1 inh-1: -0.6; SMARCA2 act: 2; PG9 Ab binder: -1.2; DAX1 inh-2: 0.6; GAA850 FXN act: 0.6; hcDAF-12 act: -0.7; PLC-beta3 inh: -4; HGIII-sPLA2 inh: -8; NR1D1 modulator: 4; hgDAF12 agonist: 2.2

How did S=c1[nH]nc(-c2ccccc2)n1/N=C/c1ccc(Cl)cc1 do in these assays?
ssDAF-12 act: -1.3; DAX1 inh-1: -0.3; SMARCA2 act: -2; PG9 Ab binder: -0.7; DAX1 inh-2: 0.4; GAA850 FXN act: 1.1; hcDAF-12 act: -1.8; PLC-beta3 inh: 0; HGIII-sPLA2 inh: 2; NR1D1 modulator: -3; hgDAF12 agonist: -0.3

What do the screens show for `CCc1cc(=O)oc2cc(C)cc(OCC(=O)N3CCC[C@@H]3C(=O)O)c12`?
ssDAF-12 act: -1.2; DAX1 inh-1: 0.3; SMARCA2 act: 3; PG9 Ab binder: 1.1; DAX1 inh-2: 1.3; GAA850 FXN act: 1.6; hcDAF-12 act: 1.0; PLC-beta3 inh: -121; HGIII-sPLA2 inh: 3; NR1D1 modulator: 7; hgDAF12 agonist: -1.1

Results for O=C(NCC(c1cccs1)N1CCOCC1)c1ccccc1NS(=O)(=O)c1ccc(Br)cc1 (stereo not given) ?
ssDAF-12 act: -0.9; DAX1 inh-1: 0.1; SMARCA2 act: -3; PG9 Ab binder: 0.8; DAX1 inh-2: -0.6; GAA850 FXN act: -0.4; hcDAF-12 act: 0.1; PLC-beta3 inh: -10; HGIII-sPLA2 inh: -37; NR1D1 modulator: -5; hgDAF12 agonist: -1.5

Results for O=C(CN1CCN(S(=O)(=O)c2ccc(Br)cc2)CC1)Nc1ccc(F)cc1 ?
ssDAF-12 act: -0.9; DAX1 inh-1: -2.3; SMARCA2 act: 0; PG9 Ab binder: -1.0; DAX1 inh-2: -1.0; GAA850 FXN act: -1.8; hcDAF-12 act: 0.4; PLC-beta3 inh: 0; HGIII-sPLA2 inh: -24; NR1D1 modulator: -2; hgDAF12 agonist: -0.5

How did O=C(NCC(c1ccco1)N1CCc2ccccc21)C(=O)Nc1ccccc1F (stereo not given) do in these assays?
ssDAF-12 act: -0.7; DAX1 inh-1: -1.6; SMARCA2 act: 3; PG9 Ab binder: -1.6; DAX1 inh-2: -0.5; GAA850 FXN act: 0.2; hcDAF-12 act: -0.9; PLC-beta3 inh: 1; HGIII-sPLA2 inh: 8; NR1D1 modulator: -3; hgDAF12 agonist: 1.1

How did COc1cc(C)ccc1OCc1cc(C(=O)N2CCCCCC2)no1 do in these assays?
ssDAF-12 act: -0.3; DAX1 inh-1: 1.6; SMARCA2 act: 1; PG9 Ab binder: 0.2; DAX1 inh-2: 0.0; GAA850 FXN act: 0.1; hcDAF-12 act: 1.4; PLC-beta3 inh: -6; HGIII-sPLA2 inh: -4; NR1D1 modulator: -7; hgDAF12 agonist: 1.8

How did COc1cc(C(=O)COC(=O)C2CC2(Cl)Cl)cc(OC)c1OC (stereo not given) do in these assays?
ssDAF-12 act: -1.2; DAX1 inh-1: -0.2; SMARCA2 act: -4; PG9 Ab binder: 0.7; DAX1 inh-2: 0.4; GAA850 FXN act: -0.4; hcDAF-12 act: 1.2; PLC-beta3 inh: 2; HGIII-sPLA2 inh: -2; NR1D1 modulator: -1; hgDAF12 agonist: 0.0

What do the screens show for `O=C(Nc1ccccc1OC(F)F)c1ccc(-n2cncn2)c([N+](=O)[O-])c1`?
ssDAF-12 act: -0.9; DAX1 inh-1: 1.4; SMARCA2 act: 0; PG9 Ab binder: 1.0; DAX1 inh-2: -0.5; GAA850 FXN act: -1.5; hcDAF-12 act: -1.6; PLC-beta3 inh: -1; HGIII-sPLA2 inh: 0; NR1D1 modulator: -2; hgDAF12 agonist: -0.7

What do the screens show for `COc1cc(NC(=O)c2cc3sccc3n2C)cc(OC)c1`?
ssDAF-12 act: -0.2; DAX1 inh-1: 2.2; SMARCA2 act: 4; PG9 Ab binder: -3.0; DAX1 inh-2: 2.3; GAA850 FXN act: 5.2; hcDAF-12 act: 6.0*; PLC-beta3 inh: -7; HGIII-sPLA2 inh: -10; NR1D1 modulator: 2; hgDAF12 agonist: 10

What do the screens show for `CCC(C)[C@H](N)c1nnc(SCc2cccc(F)c2)o1` (stereo not given in full)?
ssDAF-12 act: -1.4; DAX1 inh-1: -0.3; SMARCA2 act: 2; PG9 Ab binder: -1.1; DAX1 inh-2: 1.4; GAA850 FXN act: -0.1; hcDAF-12 act: -2.1; PLC-beta3 inh: 1; HGIII-sPLA2 inh: 6; NR1D1 modulator: -4; hgDAF12 agonist: 3.8

What do the screens show for `COc1ccccc1N(C)S(=O)(=O)c1ccc(C(=O)Nc2cc(OC)c(OC)c(OC)c2)cc1`?
ssDAF-12 act: -2.0; DAX1 inh-1: -4.2; SMARCA2 act: -6; PG9 Ab binder: 2.0; DAX1 inh-2: -1.0; GAA850 FXN act: -2.7; hcDAF-12 act: -3.0; PLC-beta3 inh: -14; HGIII-sPLA2 inh: -18; NR1D1 modulator: -3; hgDAF12 agonist: -3.6

Results for N#Cc1c(NC(=O)c2ccccc2)sc2c1CCC2 ?
ssDAF-12 act: 0.6; DAX1 inh-1: -0.2; SMARCA2 act: 1; PG9 Ab binder: -0.5; DAX1 inh-2: -0.7; GAA850 FXN act: 0.2; hcDAF-12 act: 5.7*; PLC-beta3 inh: -35; HGIII-sPLA2 inh: 6; NR1D1 modulator: -6; hgDAF12 agonist: 16*

How did COc1cc2c(cc1OC)C(c1cc3cc4c(cc3[nH]c1=O)OCO4)N(C(=O)C(C)C)CC2 (stereo not given) do in these assays?
ssDAF-12 act: -1.4; DAX1 inh-1: -0.1; SMARCA2 act: -3; PG9 Ab binder: -0.9; DAX1 inh-2: -0.8; GAA850 FXN act: 2.1; hcDAF-12 act: -1.0; PLC-beta3 inh: -8; HGIII-sPLA2 inh: -6; NR1D1 modulator: -3; hgDAF12 agonist: 2.0

What do the screens show for `CCc1nc(-c2ccc(OC)c(OC)c2)cc2cc(OC)c(OC)cc12`?
ssDAF-12 act: -1.4; DAX1 inh-1: 0.0; SMARCA2 act: -1; PG9 Ab binder: -0.6; DAX1 inh-2: -2.1; GAA850 FXN act: 1.9; hcDAF-12 act: -1.0; PLC-beta3 inh: -8; HGIII-sPLA2 inh: -1; NR1D1 modulator: 2; hgDAF12 agonist: -2.3

What do the screens show for `CCCN(CCC)CCNC(=O)C1c2ccccc2C(=O)N2CCc3ccccc3C12` (stereo not given)?
ssDAF-12 act: 0.4; DAX1 inh-1: 0.7; SMARCA2 act: -4; PG9 Ab binder: -2.3; DAX1 inh-2: 1.1; GAA850 FXN act: -1.1; hcDAF-12 act: 1.3; PLC-beta3 inh: 5; HGIII-sPLA2 inh: 10; NR1D1 modulator: -4; hgDAF12 agonist: -1.8

How did CCn1c(NC(=O)c2cccs2)nc2ccccc21 do in these assays?
ssDAF-12 act: -0.1; DAX1 inh-1: -0.4; SMARCA2 act: 4; PG9 Ab binder: -1.7; DAX1 inh-2: -0.8; GAA850 FXN act: 1.7; hcDAF-12 act: 3.1; PLC-beta3 inh: -19; HGIII-sPLA2 inh: -1; NR1D1 modulator: -6; hgDAF12 agonist: 6.5

What do the screens show for `CCCCCCCCN1C(=O)[C@@H](CC(=O)N2CCCCC2)C[C@@]2(C(=O)OC)C1=C[C@H](C(C)(C)C)O[C@@H]2C`?
ssDAF-12 act: -0.9; DAX1 inh-1: 1.1; SMARCA2 act: -2; PG9 Ab binder: 0.7; hcDAF-12 act: -0.5; PLC-beta3 inh: 2; HGIII-sPLA2 inh: 0; NR1D1 modulator: -2; hgDAF12 agonist: -0.9

What do the screens show for `Cc1cc(=O)nc2c3ccccc3n(CC(=O)NCCC3=CCCCC3)n12`?
ssDAF-12 act: -0.5; DAX1 inh-1: -1.6; SMARCA2 act: -1; PG9 Ab binder: 0.0; DAX1 inh-2: -0.5; GAA850 FXN act: -0.2; hcDAF-12 act: 3.6; PLC-beta3 inh: -19; HGIII-sPLA2 inh: 3; NR1D1 modulator: 0; hgDAF12 agonist: 0.1

Results for Cc1ccccc1NC(=O)CSc1nc(N2CCCCC2)nc(N2CCCCC2)n1 ?
ssDAF-12 act: -1.5; DAX1 inh-1: 0.6; SMARCA2 act: -1; PG9 Ab binder: 0.5; DAX1 inh-2: -0.3; GAA850 FXN act: -2.5; hcDAF-12 act: 1.0; PLC-beta3 inh: 4; HGIII-sPLA2 inh: 0; NR1D1 modulator: 7; hgDAF12 agonist: 2.8

How did CCOc1ccc(CCNC(=O)COC(=O)c2cc(OC)c(OC)c(OC)c2)cc1OCC do in these assays?
ssDAF-12 act: -1.9; DAX1 inh-1: 0.6; SMARCA2 act: -5; PG9 Ab binder: -1.5; hcDAF-12 act: -2.7; PLC-beta3 inh: -5; HGIII-sPLA2 inh: 2; NR1D1 modulator: -5; hgDAF12 agonist: -1.6

What do the screens show for `CCC(c1nnc(SCC(=O)Nc2cc(S(C)(=O)=O)ccc2Cl)n1Cc1ccccc1)N(C)C` (stereo not given)?
ssDAF-12 act: -0.4; DAX1 inh-1: 1.7; SMARCA2 act: 0; PG9 Ab binder: 0.9; DAX1 inh-2: -0.3; GAA850 FXN act: 0.6; hcDAF-12 act: -2.0; PLC-beta3 inh: -8; HGIII-sPLA2 inh: -5; NR1D1 modulator: 2; hgDAF12 agonist: -5.3

Bioassay records (PubChem BioAssay)
